# From PubChem BioAssay
# TRPC6 inh – inhibitors of mouse TRPC6 channel | B-score at 10 µM | Q61143 | 310,000 compounds, 1.1% hits | AID 2553 | HEK293-TRPC6, membrane potential dye, ACh-evoked depolarization; active compounds read low;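 active = B-score under library mean minus 3 SD, initial fluorescence not abnormally high, positive integrated signal ratio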;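 also: B-score derived from integrated fluorescence ratio over the kinetic read; more negative B-score means stronger inhibition of depolarization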
# TRPC4 inh – TRPC4 (mouse) channel inhibition; B-score at 10 µM; Q9QUQ5; 300,000 compounds, 0.39% hits; HEK293 TRPC4beta/mu-opioid, DAMGO-evoked Fluo4 calcium flux; active compounds read low; AID 2247;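 active = B-score over 3 SD under the library average, no early fluorescence shift, positive overall ratio signal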
#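 Assay system: HEK293 cells with stable TRPC4beta plus mu-opioid receptor expression; Probe or stimulus: DAMGO in two steps, submaximal then maximal; Dosing: single-point compound dosing; Measured by: Fluo4 calcium-dye fluorescence, kinetic read; Read-out basis: B score from integrated Fluo4 fluorescence ratio.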
# MrgX1 agonist – activates human MrgX1 receptor signaling; Q96LB2; MrgX1-HEK293 cells, Fluo-4 calcium fluorescence, agonist mode; active compounds read high; B-score at 10 µM; 310,000 compounds, 0.44% hits; AID 588627;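 active = calcium response B-score plate-corrected fluorescence ratio at least 3 library SD, with starting fluorescence B-score inside 5 SD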
# Target sequence (Q96LB2 whole entry, looked up): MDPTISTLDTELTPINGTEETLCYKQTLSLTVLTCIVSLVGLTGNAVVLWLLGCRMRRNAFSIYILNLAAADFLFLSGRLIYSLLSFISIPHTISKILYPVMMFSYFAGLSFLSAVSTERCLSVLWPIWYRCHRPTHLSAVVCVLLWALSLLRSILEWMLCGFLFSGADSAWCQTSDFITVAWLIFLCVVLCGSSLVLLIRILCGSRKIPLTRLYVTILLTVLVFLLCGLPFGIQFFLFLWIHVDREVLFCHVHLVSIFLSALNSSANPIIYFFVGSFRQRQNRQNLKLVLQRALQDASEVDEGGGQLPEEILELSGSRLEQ
#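 Material – MrgX1-expressing HEK293 cells · Input – 15,000 cells seeded per well · Dosing – compound as first of three additions · Times – overnight seeding, then 1 h dark dye loading · Measured by – kinetic Fluo-4 NW fluorescence of intracellular calcium · Read-out – B-scored fluorescence response ratio · Benchmarks – positive and negative control wells on each plate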
# MrgX1 PAM – allosterically activates human MrgX1 receptor signaling; Q96LB2; MrgX1-HEK293, Fluo-4 calcium flux, FDSS; active compounds read high; B-score at 10 µM; 310,000 compounds, 0.63% hits; AID 588675;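 active = plate-corrected calcium response at least 3 library SD above typical, normal starting fluorescence, not activating the receptor alone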;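 also: compound read alongside a low EC10 to EC30 dose of BAM8-22 agonist; peak minus trough fluorescence over baseline measured at the second addition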
# TRPC4 agonist – activators of mouse TRPC4 channel; 310,000 compounds, 0.49% hits; B-score at 10 µM; Q9QUQ5; HEK293 TRPC4beta/mu-opioid, Fluo4 calcium fluorescence; active compounds read high;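 active = B-score above 5 SD of library B-scores, and initial fluorescence ratio not above library mean plus 5 SD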;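 also: positive B-score marks a calcium rise read as TRPC4 activation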
#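 Technique: kinetic Fluo4 calcium fluorescence; Test system: TRPC4beta and mu-opioid receptor HEK293 stable cells; Measure: B-scored integrated calcium fluorescence ratio; Benchmarks: low control buffer alone, high control maximal DAMGO; Schedule: 45 min room-temperature Fluo4 loading, 110 s read.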
# TMEM16A act – mouse TMEM16A channel activation, primary screen | AID 623877 | HEK293 TMEM16A/YFP-H148Q/I152L, iodide quench fluorescence; active compounds read low | B-score at 10 µM | 340,000 compounds, 0.3% hits | Q8BHY3;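 active = fluorescence-ratio B-score plate-corrected deviation score at least 3 library SD below zero, with starting fluorescence score within 5 deviations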;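 also: channel opened by trigger with iodide after compound preincubation; score built on the fluorescence ratio of max minus min over baseline; more negative score means more quench and so TMEM16A activation or potentiation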
# TRPC6 act – activators of mouse TRPC6 channel | HEK293-TRPC6 membrane potential dye fluorescence; active compounds read high | Q61143 | B-score at 10 µM | 310,000 compounds, 0.13% hits | AID 2550;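 active = B-score of the integrated fluorescence ratio above library mean plus 3 SD, and starting fluorescence ratio within library mean plus 5 SD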;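 also: higher score means more depolarization so channel activation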
# TMEM16A inh – inhibitors of mouse TMEM16A calcium-activated chloride channel. HEK293 TMEM16A/YFP iodide influx fluorescence, ionomycin. 310,000 compounds, 1.2% hits. normalized B-score (activity score, 25-100; higher = stronger inhibition) at 10 µM. Q8BHY3;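 active = ratio plate-corrected score three or more library SD toward inhibition, starting fluorescence score within five deviations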;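 also: score derived from kinetic fluorescence span divided by baseline fluorescence per well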
# RGS4 block – human RGS4 inhibition. AID 463165. 310,000 compounds, 0.45% hits. P49798. HEK293 M3R/RGS4 inducible, Fluo-4 calcium flux; active compounds read high; triggered by carbachol at its EC20. B-score at 10 µM;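 active = B-score, a plate-corrected calcium signal, over three deviations above library mean, with baseline fluorescence within five deviations of library mean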;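 also: RGS4 expression induced by doxycycline in cells with stable M3 receptor; B-score is computed from the integrated fluorescence ratio over baseline after carbachol; higher B-score means a larger calcium signal and so more RGS4 inhibition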
# Target sequence (P49798 whole entry, looked up): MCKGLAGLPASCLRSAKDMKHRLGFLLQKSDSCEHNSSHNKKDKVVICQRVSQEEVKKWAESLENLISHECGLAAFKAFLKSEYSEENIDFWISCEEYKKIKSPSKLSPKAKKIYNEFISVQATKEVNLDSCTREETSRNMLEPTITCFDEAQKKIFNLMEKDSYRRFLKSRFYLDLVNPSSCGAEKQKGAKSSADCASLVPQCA
# TRPC4 PAM – allosterically enhances the mouse TRPC4 cation channel; Q9QUQ5; B-score at 10 µM; 310,000 compounds, 0.42% hits; HEK293 TRPC4beta/mu-opioid, DAMGO EC20, Fluo-4 Ca2+ flux; active compounds read high;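 active = B-score of calcium response area above 5 SD of library B-scores, with initial fluorescence ratio within 5 SD of library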;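 also: B-score of integrated fluorescence ratio over time as area under calcium response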
# MrgX1 antag – antagonists of human MrgX1 receptor; MRGX1-HEK293 calcium flux, Fluo-4, BAM8-22 antagonism; active compounds read low; B-score at 10 µM; 310,000 compounds, 1.3% hits; AID 588676;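 active = calcium-response B-score plate-corrected more than 3 library SD below zero, starting fluorescence within 5 deviations, no agonist response on first addition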;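 also: peak minus trough fluorescence over baseline after final BAM8-22 challenge near maximal dose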
# The depositor's hits bear a star; i = inactive; · = no result given.
SMILES,TRPC6 inh,TRPC4 inh,MrgX1 agonist,MrgX1 PAM,TRPC4 agonist,TMEM16A act,TRPC6 act,TMEM16A inh,RGS4 block,TRPC4 PAM,MrgX1 antag
COc1ccc(NS(=O)(=O)c2cccc(C(=O)NNC(=O)c3ccc(NC(C)=O)cc3)c2)cc1,i,i,i,i,i,i,i,i,i,i,i
CCOC(=O)C(CC)n1nc(C)n2c(cc3occc32)c1=O (stereo not given),i,i,i,i,i,i,i,i,i,i,i
CCOc1ccc(NS(=O)(=O)c2ccc(-c3ccc(=O)[nH]n3)o2)cc1,i,i,i,i,i,i,i,i,i,i,i
CC(C)=CC(=O)OCC(=O)NC(=O)NC(C)(C)C,·,·,i,i,·,i,·,i,·,·,i
CCc1ccc(C(=O)NNC(=O)CN2C(=O)NC(CC)(c3ccccc3)C2=O)cc1 (stereo not given),i,i,i,i,i,i,i,i,i,i,i
CCOC(=O)/C(Sc1nc(-c2ccccc2)cc(-c2ccccc2)c1C#N)=C(\C)O,i,i,i,i,i,i,i,i,i,i,i
COc1ccc(-c2cc3nc4n(c(=O)c3s2)CCC4)cc1,i,i,i,i,i,i,i,i,i,i,i
Cc1nn(-c2ccc(Cl)cc2)c(Cl)c1/C=N/NC(=O)c1ccc(NS(=O)(=O)c2cccs2)cc1,i,i,i,13*,i,i,i,i,i,i,i
CC(CS(=O)(=O)c1cccc2cccnc12)N1CCCCC1 (stereo not given),i,i,i,i,i,i,i,i,i,i,i
Oc1ccc(/C=N/n2cc(-c3ccccc3)[nH]c2=S)cc1,i,i,i,i,i,i,i,i,i,i,i
CCCOc1ccc(CCc2n[nH]c(=S)n2Cc2ccccc2)cc1,i,i,i,i,i,i,i,i,i,i,i
Cc1c(Cl)cccc1NC(=O)NC1CCCCC1,i,i,i,i,i,i,i,i,i,i,i
Cc1ccc(NC(=O)c2ccc(NS(=O)(=O)c3ccc4[nH]c(=O)[nH]c4c3)cc2)nc1,i,i,i,i,i,i,i,i,i,i,i
CCOC(=O)C1CCN(C(=O)CC2C(=O)N(Cc3ccccc3)C(C)c3nc4ccccc4n32)CC1 (stereo not given),i,i,i,i,i,i,i,i,i,i,i
COCCn1c(SCC(=O)Nc2sc(C)c(C)c2C#N)nnc1C(C)C,i,i,i,i,i,i,i,i,i,i,i
COC(=O)C1=C(C)N(Cc2ccc(OC)cc2)C(=O)/C1=C\c1ccco1,i,i,i,i,i,i,i,i,i,i,i
COC(=O)CCCC(=O)Nc1ccc(Br)cc1,i,i,i,i,i,i,i,i,i,i,i
Cc1ccc(-c2csc3nc(SCC(N)=O)n(Cc4ccccc4)c(=O)c23)cc1,i,i,i,i,i,i,i,i,i,i,i
CCN1CCN(S(=O)(=O)c2ccc(C(C)(C)C)cc2)CC1,i,i,i,i,i,i,i,i,i,i,i
O=S(=O)(NC1CC1)c1ccc(F)c(F)c1,i,i,i,i,i,i,i,i,i,i,i
CCCNC(=S)Nc1ccccc1,i,i,i,i,i,i,i,i,i,i,i
O=C(CSc1nc2ccccc2c(=O)n1-c1ccccc1)c1cccc([N+](=O)[O-])c1,i,i,i,i,i,i,i,i,i,i,i
Cc1cc(NC(=O)c2ccccc2-c2ccccc2)ccc1Br,i,i,i,i,i,i,i,i,i,i,i
O=C(O)CCNc1ccc(NCCC(=O)O)c2c1C(=O)c1ccccc1C2=O,i,i,i,i,i,i,i,i,i,i,-4.7*
O=C(Nc1cc(Br)ccc1O)C1CC(c2ccccc2Cl)=NO1 (stereo not given),i,i,i,i,i,i,i,i,i,i,i
O=C(Nc1cc(C(F)(F)F)ccc1N1CCOCC1)c1cnccn1,i,i,i,i,i,i,i,i,i,i,i
O=C(CSc1nc2nccnc2c(=O)n1Cc1cccs1)Nc1ccccc1,i,i,i,i,i,i,i,i,i,i,i
O=C(c1cnccn1)N(Cc1cccs1)C1(C(=O)NC2CCCCC2)CCCCC1,i,i,i,i,i,i,i,i,i,i,i
OCCCN=C1CCCc2c1[nH]c1ccc(Cl)cc21,i,i,i,i,i,i,i,i,i,i,i
CC(=O)Nc1ccccc1C(=O)C(=O)Nc1ccc(C(=O)N2CCOCC2)cc1,i,i,i,i,i,i,i,i,i,i,i
O=S(Cc1ccc(Br)cc1)Cc1nnc(SCc2c(Cl)cccc2Cl)n1-c1ccccc1 (stereo not given),i,·,i,i,i,i,i,i,i,i,i
CC(C)CC(=O)NC(=S)Nc1ccccc1C(F)(F)F,i,i,i,i,i,i,i,i,i,i,i
COc1cccc(N2CCN(S(=O)(=O)c3ccc(-n4cnnn4)cc3)CC2)c1,i,i,i,i,i,i,i,i,i,i,i
N#CCCN(Cc1cccnc1)S(=O)(=O)c1ccc(S(=O)(=O)N2CCCCCC2)cc1,i,i,i,i,i,i,i,i,i,i,i
CCc1cccc(NC(=O)CCNS(=O)(=O)c2cccc3nonc23)c1,i,i,i,i,i,i,i,i,i,i,i
CCN1CCN(CCCNC(=O)c2cc3c(=O)oc4ccc(C)cc4c3s2)CC1,i,i,i,i,i,i,i,i,i,i,i
O=C(CN1CCC(n2nnc3cc(F)ccc32)CC1)Nc1ccc2c(c1)CCC2,·,·,i,i,·,i,·,i,·,·,i
CC(=O)Nc1ccc(NC(=O)C2CCN(c3ccc(C(F)(F)F)cn3)CC2)cc1,i,i,i,i,i,i,i,i,i,i,i
CC1CCC(C(C)C)C(OCC(O)CNC(C)c2ccccc2)C1 (stereo not given),i,i,i,i,i,i,i,i,i,i,i
COc1cccc(/C=C2/SC(=S)N(CC(=O)NNC(=O)c3ccccc3O)C2=O)c1,i,i,i,i,i,i,i,i,i,i,i
Cc1ccsc1/C=N/NS(=O)(=O)c1ccc([N+](=O)[O-])cc1,i,i,i,i,i,i,i,i,i,i,i
CCOC(=O)c1cc(-c2ccccc2)sc1NC(=O)COC,i,i,i,i,i,i,i,i,i,i,i
CC1CCCCC12NC(=O)N(CC(=O)Nc1ccc(S(=O)(=O)N3CCOCC3)cc1)C2=O (stereo not given),i,i,i,i,i,i,i,i,i,i,i
CCn1c(-c2cc3c(C(F)(F)F)nn(C)c3s2)n[nH]c1=S,i,i,i,i,i,i,i,i,i,i,i
CN1CCN(Cc2coc3c(Cl)cc(Cl)cc3c2=O)CC1,i,i,i,i,i,i,i,i,i,i,i
O=C(NC1CCCC1)C1CCC(CNS(=O)(=O)c2ccccc2)CC1 (stereo not given),i,i,i,i,i,i,i,i,i,i,i
COc1cccc(/C=N/NC(=O)C(=O)N2CCCC2)c1,i,i,i,i,i,i,i,i,i,i,i
O=C(OCc1nc2ccccc2s1)c1ccccc1O,i,i,i,i,i,i,i,i,i,i,i
Cc1c(OCC(=O)NCC2CCC(C(=O)O)CC2)ccc2c(-c3ccccc3)cc(=O)oc12 (stereo not given),i,i,i,i,i,i,i,i,i,i,i
CNc1nc(-c2cccs2)cc(C(F)(F)F)c1C#N,i,i,i,i,i,i,i,i,i,i,i
CCOC(=O)C1CCCN(C(=O)c2cn(C)c3ccc(S(=O)(=O)N4CCCC4)cc3c2=O)C1 (stereo not given),·,·,i,i,·,i,·,i,·,·,i
N=c1c2c(-c3ccccc3)c(-c3ccccc3)n(Cc3ccco3)c2ncn1Cc1ccccc1,i,i,i,i,i,i,i,100*,i,i,i
COc1ccc(Cl)cc1C(=O)Nc1ccc(OCC(=O)N2CCOCC2)cc1,i,i,i,i,i,i,i,i,i,i,i
CCN(CC)CCNC(=O)c1cc(-c2ccco2)nc2ccccc12,i,i,i,i,i,i,i,i,i,i,i
CC1CCCCN1S(=O)(=O)c1ccc(NC(=O)c2ccco2)cc1 (stereo not given),i,i,i,i,i,i,i,i,i,i,i
Cc1ccc(C)c(NC(=O)CN(C)C(=O)Cc2ccc(Cl)cc2Cl)c1,i,i,i,i,i,i,i,i,i,i,i
Cc1ccc(-n2c(=O)c3c(C)c(C)sc3n(Cc3cc(=O)n4ccccc4n3)c2=O)cc1C,i,i,i,i,i,i,i,i,i,i,i
COc1cc(/C=N/N(C)c2ccccc2)cc(Cl)c1O,i,i,i,i,i,i,i,i,i,i,i
Cc1ccc(S(=O)(=O)N2CCN(C)CC2)cc1[N+](=O)[O-],i,i,i,i,i,i,i,i,i,i,-4.9*
Cc1ccc(NC(=O)c2cc(-c3ccc(C)c(C)c3O)n[nH]2)cc1C,i,i,i,i,i,i,i,i,i,i,i
# (cont.)
SMILES,TRPC6 inh,TRPC4 inh,MrgX1 agonist,MrgX1 PAM,TRPC4 agonist,TMEM16A act,TRPC6 act,TMEM16A inh,RGS4 block,TRPC4 PAM,MrgX1 antag
CC(C)n1c(N2CCN(C(=O)Nc3ccc(F)cc3F)CC2)nc2ccccc21,i,i,i,i,i,i,i,i,i,i,i
Cc1ccc(C(=O)OCC(=O)Nc2ncc(C(F)(F)F)cc2Cl)cc1NC(=O)c1ccco1,i,i,i,i,i,i,i,i,i,i,i
COC(=O)[C@@H]1C[C@@]2(O)[C@H](O)[C@H](O)[C@H](O)C[C@H]2N1Cc1ccc(-c2ccccc2)cc1,i,i,i,i,i,i,i,i,i,i,i
Cc1ccc(N(CC(=O)Nc2ccc(F)cc2)S(=O)(=O)N2CCCC2)cc1,i,i,i,i,i,i,i,i,i,i,i
O=S(=O)(Cc1ccccc1)N=Nc1c(O)[nH]c2ccc(Br)cc12,i,i,i,10*,i,i,i,i,i,i,i
O=C(CSc1ncccn1)NCc1ccccc1,i,i,i,i,i,i,i,i,i,i,i
COc1ccc(Cc2nnc(Nc3ccc(C)cc3)o2)cc1OC,i,i,i,i,i,i,i,i,i,i,i
O=C(O)c1cc2ccccc2cc1Nc1ccccc1,i,i,i,i,i,i,i,i,i,i,i
c1coc(Cn2c(-c3ccco3)nc3ccccc32)c1,i,i,i,i,i,i,i,i,i,i,i
CC(=O)N1CCCc2cc(S(=O)(=O)NCCC3=CCCCC3)ccc21,i,i,i,i,i,i,i,i,i,i,i
